LRH-1 inv ag: suppresses constitutive activity of human LRH-1. O00482. HEK293T StAR-luciferase reporter, LRH-1 transfected, 24 h. inhibition, % at 3.6 µM. hit rate 0.13% among 360,000. AID 602396;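 active = inhibition above the mean inhibition of all tested compounds plus 3 SD, cut at about 73% in these data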;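 also: 0% = DMSO wells and 100% = reporter-only cells lacking LRH-1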
Target sequence (O00482 whole entry, looked up): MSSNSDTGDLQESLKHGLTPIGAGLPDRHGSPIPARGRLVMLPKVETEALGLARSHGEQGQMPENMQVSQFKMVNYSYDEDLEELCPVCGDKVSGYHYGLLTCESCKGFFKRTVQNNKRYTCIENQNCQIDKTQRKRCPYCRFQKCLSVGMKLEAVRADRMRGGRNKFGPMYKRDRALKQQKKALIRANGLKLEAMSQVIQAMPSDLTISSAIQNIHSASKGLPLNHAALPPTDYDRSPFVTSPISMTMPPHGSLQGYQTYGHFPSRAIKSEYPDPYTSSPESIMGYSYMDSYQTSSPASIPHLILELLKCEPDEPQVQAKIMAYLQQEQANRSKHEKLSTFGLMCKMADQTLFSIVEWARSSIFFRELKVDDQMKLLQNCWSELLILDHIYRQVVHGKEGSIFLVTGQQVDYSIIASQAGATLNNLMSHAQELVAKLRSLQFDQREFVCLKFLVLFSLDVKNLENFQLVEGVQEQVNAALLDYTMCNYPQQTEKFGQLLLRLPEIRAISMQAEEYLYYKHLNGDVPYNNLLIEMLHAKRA
TRAIL sens C8: caspase-8 TRAIL sensitization | NB7+C8 cells + TRAIL, ATPlite viability luminescence | inhibition (viability loss, TRAIL sensitization), % at 10 µM | hit rate 1% among 360,000 | AID 624354;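 active = compounds causing at least 50% loss of cell viability in the single-dose screen, relative to plate controls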
KKLEB cytotox: counter-screen for CF NF-kB inhibitors: cytotoxicity. activity change (cytotoxicity), % at 5 µM. KKLEB CF airway cells viability, ATPlite luminescence, overnight; active compounds read low; cells stimulated with P. aeruginosa culture filtrate. AID 602141. hit rate 0.36% among 360,000;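 active = corrected activity change at or below -50% at 5 µM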
TROY NFkB inh: TROY signaling inhibition. hit rate 0.98% among 360,000. inhibition, % at 10 µM. Q293 LMP1-TROYcd NF-kB luciferase reporter, 4 h;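 active = compounds whose plate-normalised and pattern-corrected inhibition of the luciferase reporter signal at the single screening dose is 50% or more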
NCOA2 inhibitor: human SRC2 (NCOA2) inhibition. Q15596. HEK293 GAL4-SRC2 luciferase reporter, luminescence. inhibition, % at 9 µM. hit rate 0.17% among 370,000. AID 651957;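 active = inhibition above the mean inhibition of all tested compounds plus 3 SD, set per campaign, cut at about 52% in these data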;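 also: 0% = DMSO treated cells and 100% = cells given Gossypol at 36 µM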
LMP1 NFkB inh: Epstein-Barr LMP1 NF-kappaB reporter inhibition; LMP1-induced NF-kappaB luciferase reporter cells, luminescence; inhibition, % at 12.5 µM; hit rate 0.69% among 350,000; AID 504558; in the data active = inhibition above about 41%;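 also: 0% = neutral control wells and 100% = reference inhibitor control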
TWEAK-Fn14 inh: inhibitors of TWEAK-Fn14 interaction signaling; inhibition, % at 10 µM; hit rate 2% among 360,000; TWEAK-stimulated Fn14 reporter cells, luciferase luminescence, 8 h; AID 1159606; in the data active = inhibition above about 50%
NCOA1 inh: inhibitors of human steroid receptor coactivator 1 (SRC1); Q15788; HEK293 GAL4-SRC1 luciferase reporter, luminescence; inhibition, % at 3.6 µM; hit rate 0.12% among 360,000; AID 588354;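 active = inhibition above the campaign mean plus 3 SD, with each screening campaign given its own cutoff, cut at about 60% in these data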;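 also: 0% = DMSO treated cells and 100% = gossypol at 36 µM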
SRC3 inh: human NCOA3 inhibition | Q9Y6Q9 | HEK293 GAL4-SRC3 luciferase reporter, luminescence | inhibition, % at 3.6 µM | hit rate 0.17% among 360,000 | AID 588352;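 active = inhibition above a per-campaign cutoff, the mean of all compounds plus 3 SD, cut at about 60% in these data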;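 also: 0% = DMSO-treated cells and 100% = gossypol-treated cells at 36 µM; higher means less SRC3-driven luciferase light from the GAL4 reporter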
COUP-TFII inh: inhibitors of human COUP-TFII (NR2F2). HEK293T NGFI-A luciferase reporter, luminescence. hit rate 0.7% among 370,000. AID 686940. inhibition, % at 8.6 µM. P24468;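 active = inhibition above a per-plate cutoff, mean inhibition of test wells between control levels plus 3 SD, cut at about 38% in these data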;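 also: cells cotransfected with COUP-TFII expression vector driving the NGFI-A reporter; 0% = median of COUP-TF2 test wells and 100% = reporter-only cells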
Target sequence (P24468 whole entry, looked up): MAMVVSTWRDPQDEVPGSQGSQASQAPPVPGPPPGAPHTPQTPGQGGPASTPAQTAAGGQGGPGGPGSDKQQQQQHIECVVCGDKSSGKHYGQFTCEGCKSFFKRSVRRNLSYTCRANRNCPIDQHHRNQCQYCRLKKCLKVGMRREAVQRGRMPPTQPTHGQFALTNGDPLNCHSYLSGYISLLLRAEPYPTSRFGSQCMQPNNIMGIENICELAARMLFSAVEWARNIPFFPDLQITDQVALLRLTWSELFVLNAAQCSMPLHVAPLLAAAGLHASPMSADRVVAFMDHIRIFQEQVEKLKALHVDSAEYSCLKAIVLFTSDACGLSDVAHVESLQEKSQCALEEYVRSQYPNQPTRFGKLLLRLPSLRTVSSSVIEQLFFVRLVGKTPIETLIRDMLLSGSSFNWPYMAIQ
CF NFkB block: blocks PAF-induced NF-kB reporter in cystic fibrosis cells; hit rate 0.86% among 360,000; KKLEB NF-kB-GFP reporter, GFP fluorescence overnight; inhibition, % at 5 µM; AID 588850;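 active = at least 50% inhibition at 5 µM, scaled per plate between neutral and stimulator controls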;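 also: PAF is a Pseudomonas aeruginosa culture filtrate used as stimulus; plate controls were PAF-stimulated DMSO wells for no effect and unstimulated DMSO wells for full effect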
* = called active by the depositor; · = no result given.

SMILES | LRH-1 inv ag | TRAIL sens C8 | KKLEB cytotox | TROY NFkB inh | NCOA2 inhibitor | LMP1 NFkB inh | TWEAK-Fn14 inh | NCOA1 inh | SRC3 inh | COUP-TFII inh | CF NFkB block
Cc1cc(C)c(S(=O)(=O)/N=C2/C=C(SCC(=O)O)C(=O)c3ccccc32)cc1C | 20 | 3 | -4 | 45 | · | 2 | 26 | -32 | 6 | · | 56*
CCc1nc2c(sc3nc4c(cc32)COC(C)(C)C4)c(=O)n1Cc1ccccc1 | 8 | 12 | -2 | -3 | -11 | -8 | 32 | 12 | 19 | -17 | 8
CC(=O)Nc1c(O)nc(SCC(=O)Nc2cccc(C)c2)[nH]c1=O | 5 | 9 | -14 | -4 | 21 | -6 | -11 | 4 | 17 | -10 | 19
CCN(CC(=O)Nc1ccccc1C(F)(F)F)C(=O)C1CCN(C(=O)Nc2ccccc2)CC1 | 5 | -15 | -2 | 2 | -27 | 3 | 4 | -22 | -12 | 0 | 4
COc1ccc(N=C2NC(=O)/C(=C/c3ccco3)S2)cc1 | -28 | 14 | -1 | 6 | -75 | -6 | 1 | -21 | 8 | 0 | 10
O=C(NCCN1CCc2ccccc2C1)C1CC(=O)N(C2CCCC2)C1 (stereo unspecified) | -4 | 26 | -5 | -5 | 9 | -2 | 12 | -19 | 10 | -29 | 8
Cc1ccc(OCCSc2nc3ccccc3n2CC(=O)O)c(C(C)C)c1 | 0 | 15 | -5 | 26 | -16 | 2 | -4 | -6 | -2 | 16 | 15
CC(=O)Nc1ccc(-c2ccnc3c2CC(C(=O)NCCC(F)(F)F)O3)cc1 (stereo unspecified) | -1 | -1 | -24 | -2 | -29 | · | 6 | 10 | 11 | -11 | 27
COc1ccc(OCC(=O)N/N=C\c2ccco2)cc1 | -2 | -3 | 6 | 8 | 8 | 1 | 8 | -7 | -2 | -13 | -6
Cc1nn(Cc2ccccc2Cl)c(C)c1C(=O)NCC(c1cccs1)N1CCOCC1 (stereo unspecified) | 22 | 0 | 6 | -26 | 5 | 3 | -3 | -12 | 14 | 10 | -13
Cc1ccc(-n2nc(CN3CCOCC3)c(-c3ccccc3)c2N)cc1Cl | 8 | -1 | 21 | -1 | 6 | 4 | -5 | -9 | 4 | 0 | -15
CCc1cccc2c1NC(=O)[C@]21[C@@H]2C(=O)N(Cc3ccccc3)C(=O)[C@@H]2[C@@H]2CCCN21 | -16 | -3 | -13 | 0 | 8 | 5 | 11 | -7 | -29 | 14 | -1
CCOc1ccc2nc(SC3CC(=O)N(c4ccc(C)cc4)C3=O)sc2c1 (stereo unspecified) | 12 | 2 | -15 | -16 | -28 | -1 | -30 | -4 | -14 | -20 | 5
COc1ccc2c(c1)C=C(CN1CCC(CO)(CCc3ccccc3)CC1)CO2 | 1 | -11 | -9 | 5 | 5 | -5 | -1 | -7 | -1 | -8 | 24
Cc1ccc(S(=O)(=O)N(Cc2cc3ccccc3[nH]c2=O)CC2CCCO2)cc1 (stereo unspecified) | -3 | 8 | 2 | -33 | -10 | -11 | -17 | 9 | -9 | 2 | 0
Cc1ccc2[nH]cc(S(=O)(=O)c3ccc(C)c(C)c3)c(=O)c2c1 | 8 | 5 | -4 | -12 | 1 | -3 | 17 | 4 | -8 | 15 | -1
COc1ccc([C@H]2CC(=O)C=C(c3cccc(OC(F)(F)F)c3)C2)cc1 | -12 | 0 | -2 | -10 | 1 | -3 | -1 | 9 | -11 | -8 | 12
CC(Oc1cccc2cccnc12)C(=O)N/N=C/c1ccc2c(c1)OCO2 (stereo unspecified) | -5 | 6 | 3 | -80 | 4 | -19 | -8 | -4 | -24 | 13 | -38
CCCN1CCN(C(=O)c2ccc(-c3ccc([N+](=O)[O-])cc3)o2)CC1 | 37 | 13 | 2 | 11 | -15 | -1 | -1 | -6 | -15 | -9 | -5
S=c1[nH]ncn2c1cc1oc3ccccc3c12 | -18 | -12 | 20 | -6 | -7 | -3 | -16 | -7 | -20 | -30 | -48
Nc1ncnc2c1ncn2[C@@H]1O[C@H](CO)C[C@H]1O | 5 | 1 | -1 | 13 | -12 | -20 | -5 | -5 | -9 | -11 | 6
Cc1ccc(C2CC(=O)Nc3cc4c(cc32)OCO4)o1 (stereo unspecified) | -1 | 3 | -6 | 11 | -14 | -1 | -21 | -23 | 8 | 11 | -8
COC(=O)c1cc(S(=O)(=O)N2CCCCC2C)c[nH]1 (stereo unspecified) | 22 | -11 | 10 | 3 | 4 | -7 | 4 | -1 | 6 | -19 | 24
C=CCn1cccc(C(=O)Nc2ccc(F)cc2)c1=O | -50 | 0 | -3 | -10 | -31 | -4 | 10 | -42 | -51 | 9 | -16
O=C(CSc1ccc(Cl)cc1)OCC(=O)N1CCN(c2ccccc2)CC1 | -7 | -14 | 10 | 3 | -6 | 4 | -12 | -7 | -13 | 0 | -17
C=CCC(NCc1ccco1)c1ccc(OC)cc1 (stereo unspecified) | -16 | -7 | 4 | 14 | 28 | 0 | -4 | 1 | -5 | -3 | 2
CCCN1CCc2c(sc(NC(=O)C3CCN(S(=O)(=O)c4cccs4)CC3)c2C(N)=O)C1 | -38 | 11 | 1 | -8 | -2 | -11 | -6 | -4 | -4 | -1 | -4
Cc1ccc(-n2c(C)cc(C)c(C#N)c2=O)cc1C | 6 | -2 | 9 | 3 | -27 | -18 | 1 | 7 | 2 | -4 | 0
CN(C)C(=O)c1cc(F)ccc1Sc1cc(Cl)ccc1Cl | -13 | 10 | 9 | -10 | -30 | -4 | 16 | -5 | 14 | 18 | -7
COc1ccc(CCNC(=O)COC(=O)/C=C/c2ccc3c(c2)OCO3)cc1OC | -6 | 9 | -12 | -40 | -6 | -6 | -9 | -11 | -23 | 9 | 21
CCCC(CCC(=O)NC1CCCCC1)C(=O)O (stereo unspecified) | -2 | -10 | -18 | -5 | 3 | 0 | 0 | -5 | 11 | -20 | -5
O=C(c1cc2ccccc2o1)N(Cc1nnc(-c2ccccc2Cl)o1)C1CC1 | -9 | -8 | 8 | 9 | -11 | -9 | -44 | -17 | -35 | -28 | -23
O=C(C[n+]1ccc(CCSc2ccc(F)cc2)cc1)c1ccccc1 | -12 | -2 | -10 | -19 | · | -2 | -22 | -2 | -28 | · | -6
COc1ccc(N2CCN(C(=O)CSc3ncccc3-c3nc4ccccc4[nH]3)CC2)cc1 | 21 | 3 | 9 | 4 | · | 11 | 32 | -38 | -20 | · | -19
Cc1ccc(/C=N/Nc2nc(N3CCOCC3)nc(N3CCOCC3)n2)o1 | -5 | -1 | 2 | 17 | 1 | 0 | -20 | -2 | 21 | -6 | -8
O=C(O)CSc1nnnn1-c1ccccc1 | 7 | 7 | -3 | -12 | 3 | 2 | -7 | -11 | -7 | -9 | 4
Cc1nnc(SCC(=O)Nc2cc(Cl)ccc2Cl)n1CC1CCCO1 (stereo unspecified) | 16 | -9 | -11 | -14 | 19 | 4 | 11 | 5 | 0 | -8 | 5
COCCC(=O)N1CCC(Oc2ccc(C(=O)N(C)CCCC3CCCC3)cc2)CC1 | -5 | -2 | 3 | -21 | -9 | · | -7 | -29 | -22 | 6 | -14
O=C(N/N=C/c1ccc(N2CCOCC2)cc1)c1ccc(O)cc1 | -44 | 6 | 1 | -22 | -34 | 2 | -8 | -26 | -24 | -12 | -33
COCCNC(=O)C(c1ccc(C)cc1)N(Cc1cccs1)C(=O)CCC(=O)Nc1ccccn1 (stereo unspecified) | -3 | -19 | 13 | -9 | 0 | -3 | 39 | -14 | 0 | -1 | -10
CC(=O)Nc1sc(C)c(C)c1C(=O)OCC(=O)Nc1cc(S(=O)(=O)N2CCCCC2)ccc1Cl | -17 | 3 | 5 | -5 | -1 | 5 | 7 | 0 | 5 | -13 | -4
CC(C)(C)c1cc(CN2CCC(O)CC2)cc(C(C)(C)C)c1O | -14 | -17 | 4 | -6 | -25 | 12 | -1 | -9 | -33 | 1 | 2
Cc1ccc(/C=C/C(=O)OCC(=O)N2CC(=O)Nc3ccccc32)o1 | 1 | -4 | -2 | -4 | 7 | 4 | 19 | -14 | 10 | 9 | -16
Cc1cc(C)nc(N2CCCC(C(=O)NCCC3=CCCCC3)C2)n1 (stereo unspecified) | 3 | 4 | 8 | 1 | -2 | -5 | 22 | -8 | -1 | 4 | 4
CN(C)c1cc2c(c(N(C)C)c1)C(=O)c1ccccc1C2=O | -10 | 14 | 16 | -46 | -17 | -6 | 4 | -18 | -29 | 3 | -12
Cc1ccc(OCCC(=O)Nc2ccc(F)c(F)c2)cc1 | 6 | 4 | -7 | -35 | -6 | -1 | -2 | -3 | 6 | -2 | 9
Brc1ccc(OCCCOc2cccc3cccnc23)cc1 | -12 | -1 | -1 | -19 | -15 | 2 | -37 | -32 | -23 | 16 | -3

Part of the list above, reformatted.
CC(C)(C)c1cc(CN2CCC(O)CC2)cc(C(C)(C)C)c1O
  LRH-1 inv ag = -14 | TRAIL sens C8 = -17 | KKLEB cytotox = 4 | TROY NFkB inh = -6 | NCOA2 inhibitor = -25 | LMP1 NFkB inh = 12 | TWEAK-Fn14 inh = -1 | NCOA1 inh = -9 | SRC3 inh = -33 | COUP-TFII inh = 1 | CF NFkB block = 2

Cc1ccc(/C=C/C(=O)OCC(=O)N2CC(=O)Nc3ccccc32)o1
  LRH-1 inv ag = 1 | TRAIL sens C8 = -4 | KKLEB cytotox = -2 | TROY NFkB inh = -4 | NCOA2 inhibitor = 7 | LMP1 NFkB inh = 4 | TWEAK-Fn14 inh = 19 | NCOA1 inh = -14 | SRC3 inh = 10 | COUP-TFII inh = 9 | CF NFkB block = -16

Cc1cc(C)nc(N2CCCC(C(=O)NCCC3=CCCCC3)C2)n1 (stereo unspecified)
  LRH-1 inv ag = 3 | TRAIL sens C8 = 4 | KKLEB cytotox = 8 | TROY NFkB inh = 1 | NCOA2 inhibitor = -2 | LMP1 NFkB inh = -5 | TWEAK-Fn14 inh = 22 | NCOA1 inh = -8 | SRC3 inh = -1 | COUP-TFII inh = 4 | CF NFkB block = 4

CN(C)c1cc2c(c(N(C)C)c1)C(=O)c1ccccc1C2=O
  LRH-1 inv ag = -10 | TRAIL sens C8 = 14 | KKLEB cytotox = 16 | TROY NFkB inh = -46 | NCOA2 inhibitor = -17 | LMP1 NFkB inh = -6 | TWEAK-Fn14 inh = 4 | NCOA1 inh = -18 | SRC3 inh = -29 | COUP-TFII inh = 3 | CF NFkB block = -12
